Source: PubChem BioAssay
Tb PGK inh: blocks T. brucei phosphoglycerate kinase | AID 602233 | 380,000 tested, 0.043% active | PGK/GAPDH coupled, Kinase-Glo luminescence, 60 min | Potency, µM (top dose mostly 57.5 µM), for inactives: at the highest dose activity change, negative = inhibition, actives largely listed as inhibitors | P07378; also: potency is read from the fitted curve at half-maximal effect; % is scaled to controls: 0 for no effect and ±100 for the full control effect; nearly all actives have a fitted effect of over 60% in size
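Luminescent ATP detection (Kinase-Glo Plus) follows a 60-minute room-temperature incubation, with wells lacking PGK as controls. Buffer: 100 mM TEA (pH 7.6), 5 mM MgCl2, 0.01% Tween-20. Coupling enzyme GAPDH (100 nM final) supplies unstable 1,3-BPG in-well.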
JMJD2A Tudor inh: blocks the human JMJD2A Tudor domain; 390,000 tested, 4.4% active; O75164; Potency, µM (highest dose often 114 µM), for the others: at the top dose activity change, negative = inhibition, usual class: inhibitors; AID 504339; AlphaScreen JMJD2A-Tudor / H3K4me3 peptide binding; also: potency is read from the fitted curve at half-maximal effect; % is scaled to controls: 0 for no effect and ±100 for the full control effect; nearly all actives have a fitted effect of over 50% in size
HP1b binding inh: inhibitors of HP1-beta chromodomain binding to methylated histone tails | P83916 | AlphaScreen HP1-beta / biotin-H3K9me3 peptide binding | Potency, µM (series often up to 114 µM), without a hit: top-dose activity change, negative = inhibition, most hits filed as inhibitors | 390,000 tested, 0.56% active | AID 540317; also: potency is read from the fitted curve at half-maximal effect; nearly all actives have a fitted effect of over 70% in size; inactives centre near 23
Target sequence (P83916 whole entry, looked up): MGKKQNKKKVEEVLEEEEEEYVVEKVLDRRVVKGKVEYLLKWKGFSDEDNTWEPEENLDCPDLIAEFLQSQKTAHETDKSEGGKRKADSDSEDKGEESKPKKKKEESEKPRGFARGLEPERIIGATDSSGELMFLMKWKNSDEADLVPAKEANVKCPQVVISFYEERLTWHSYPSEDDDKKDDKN
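AlphaScreen: HP1-beta (50 nM) preformed 30 min with biotin-H3(1-18)K9me3 peptide (50 nM) in PBS pH 7.4, 0.01% Tween-20. Compound added for 30 min at RT, then streptavidin donor/nickel chelate acceptor beads (10 ug/mL) for 30 min.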
ERG Ets-DNA blk: ERG Ets/DNA interaction inhibition | P11308 | fluorescence polarization, His-ERG Ets domain / labelled DNA | Potency, µM (series often up to 76.9 µM), for inactives: at the highest dose FP activity, negative = inhibition, actives largely listed as inhibitors | 370,000 tested, 0.028% active | AID 624246; active = well fitted inhibition curve with a large enough effect in the polarisation, with a control signal flat; inconclusive = small, poorly fitted or top-dose-only effect, or effect the other way, or a change in a side signal; inactive = no such curve, though single readings can be large or run the other way; the % refers to the polarisation;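 also: polarization taken with two DNA probes labelled with fluorescein and Texas red; potency is read from the fitted curve at half-maximal effect; % of control where 0% means no effect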
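His-tagged ERG Ets domain (1 uM in the protein solution; 300mM KCl, 50mM Tris-HCl, 1mM EDTA, 1mM DTT, pH 7.5) received compound, then a probe mix of 5 nM fluorescein-DNA and 100nM Texas-615-DNA. Fluorescence polarization was read for both dyes.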
GLS inh: inhibitors of human glutaminase (GLS) | GLS enzymatic activity, qHTS titration | Potency, µM (doses to about 45.5 µM), for inactives: at the top dose activity change, negative = inhibition, actives largely listed as inhibitors | O94925 | 410,000 tested, 0.21% active | AID 624170; also: potency is read from the fitted curve at half-maximal effect; % is scaled to controls: 0 for no effect and ±100 for the full control effect
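hKGA; 45 mM KH2PO4 pH 8.2 + 0.02% Tween-20; cpd via pin tool; 1 mM Gln soln; GluOx/HRP/Amplex Red; RT 30 min; fluor. t0 & final.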
G9a inh: G9a (human) methyltransferase inhibition | G9a H3K9 monomethylation, AlphaScreen, 2 h | Q96KQ7 | Potency, µM (series often up to 102 µM), for inactives: top-dose activity, negative = inhibition, actives largely listed as inhibitors | 350,000 tested, 8.8% active; also: potency is read from the fitted curve at half-maximal effect; % is scaled to controls: 0 for no effect and ±100 for the full control effect; nearly all actives have a fitted effect of over 75% in size
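Readings reflect AlphaScreen signal from monomethyl-H3K9 antibody detection. HMT at 20 nM; substrate b-H3K9 500 nM; cofactor SAM 20 uM; 2 h RT reaction; compounds tested as titrations in qHTS with 15 min preincubation.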
PI4K2A inh: inhibitors of human PI4K2A. activity change, negative = inhibition, % at 76.9 µM. AID 1346378. 420,000 tested, 0.13% active. purified PI4K2A, ADP-Glo luminescence, 1 h; active compounds read low; in the data active = activity change below about -50%; inconclusive = mostly about -30% to -49%;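 also: -100% = wells without enzyme as full effect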
Target sequence (Q9BTU6 whole entry, looked up): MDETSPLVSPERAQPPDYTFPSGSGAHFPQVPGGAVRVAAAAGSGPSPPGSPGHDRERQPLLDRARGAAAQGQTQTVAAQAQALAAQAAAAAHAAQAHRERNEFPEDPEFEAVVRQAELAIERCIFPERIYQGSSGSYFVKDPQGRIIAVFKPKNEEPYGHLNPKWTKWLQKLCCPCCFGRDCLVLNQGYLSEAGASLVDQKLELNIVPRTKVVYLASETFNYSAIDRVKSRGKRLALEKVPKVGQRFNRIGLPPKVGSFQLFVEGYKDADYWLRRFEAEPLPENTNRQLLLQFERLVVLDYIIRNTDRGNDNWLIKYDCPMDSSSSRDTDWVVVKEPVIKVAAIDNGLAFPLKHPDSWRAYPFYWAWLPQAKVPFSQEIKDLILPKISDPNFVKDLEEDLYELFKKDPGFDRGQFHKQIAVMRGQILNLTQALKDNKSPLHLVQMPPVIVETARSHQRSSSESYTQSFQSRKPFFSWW
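Compounds are screened against recombinant PI4K2A using PI as substrate and ATP, the latter dispensed at 300 microM. Reactions run one hour at ambient temperature before ADP-Glo detection; full inhibition defined by wells lacking enzyme.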
BAZ2B inh: inhibitors of human BAZ2B bromodomain. Q9UIF8. AlphaScreen BAZ2B-H3K14Ac peptide displacement. Potency, µM (titrated, usually from 114 µM), inactives show top-dose activity change, negative = inhibition, most hits filed as inhibitors. 360,000 tested, 4.4% active; also: potency is read from the fitted curve at half-maximal effect; % is scaled to controls: 0 for no effect and ±100 for the full control effect; nearly all actives have a fitted effect of over 60% in size
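AlphaScreen luminescence quantifies BAZ2B engagement of H3K14Ac peptide; the protein and biotinylated peptide are both at 50 nM final, buffer PBS pH 7.4 with 0.01% Tween-20, all steps at room temperature.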
Pin1 inh: human Pin1 inhibition. Potency, µM (doses to about 115 µM), inactives show at the top dose activity, negative = inhibition, usual class: inhibitors. Q13526. Pin1 FP peptide displacement, HiFluor488, 10 min. 390,000 tested, 0.009% active; active = well fitted inhibition curve with a large enough effect in the polarisation, with a control signal flat, not every such curve was filed as active; inconclusive = small, poorly fitted or top-dose-only effect, or effect the other way, or a change in a side signal; inactive = no such curve, though single readings can be large or run the other way; the % refers to the polarisation; also: potency is read from the fitted curve at half-maximal effect; % is scaled to controls: 0 for no effect and ±100 for the full control effect
Target sequence (Q13526 whole entry, looked up): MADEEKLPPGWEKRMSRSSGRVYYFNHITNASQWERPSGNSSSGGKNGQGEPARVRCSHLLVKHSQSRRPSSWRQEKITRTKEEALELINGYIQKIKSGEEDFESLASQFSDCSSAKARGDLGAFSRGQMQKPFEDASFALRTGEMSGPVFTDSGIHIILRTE
* = called active by the depositor; i = inactive; ? = inconclusive; / = no result given; & = joins results of further samples; [ ] = another dose, or the depositor's remark. Unless noted, calls follow the shape of the dose curve; as a rule, active = well fitted curve in the direction sought with a large enough effect; inconclusive = small, poorly fitted or top-dose-only effect, or another doubt; inactive = no such curve, though single readings can be large; an effect the other way counts as inactive or inconclusive.

Value order: Tb PGK inh, JMJD2A Tudor inh, HP1b binding inh, ERG Ets-DNA blk, GLS inh, G9a inh, PI4K2A inh, BAZ2B inh, Pin1 inh
O=C(CCn1[nH]c(=O)c2ccccc2c1=O)N1CCOCC1
    -3.5%, -7.4%, 18.7%, -1.5%, 2.6%, 3.0%, -14.1, -2.7%, -0.2%
Cc1cccnc1NS(=O)(=O)c1cccc([N+](=O)[O-])c1
    -6.4%, -9.9%, 33.6%, -8.4%, -4.1%, -46.4%[59 µM], 3.4, 1.8%, -4.4%
COc1ccc(N2CCC(CNC(=S)Nc3c(C)cccc3C)C2)cc1 (stereo unspecified)
    i, 39.8µM*, 20µM*, -3.7%, 0.0%, ?, -1.9, 39.8µM*, 5.7%
CN1CCC(OC(=O)COc2ccccc2)CC1
    -9.2%, -9.8%, 22.1%, -11.8%, -6.7%, 3.5%, -1.8, 11.2%[57.1 µM], -1.3%
O=C(CN1CCNCC1)Nc1ccc(Oc2ccccc2)cc1
    -4.4%, -17.6%, 24.8%, -15.1%, -10.1%, /, 7.4, -2.9%, 5.5%
CC(C)(CNC(=O)/C=C/c1ccc(F)cc1)CNC(=O)/C=C/c1ccc(F)cc1
    2.9%, -5.2%, 29.3%, -6.0%, -19.9%, 0.6%[59 µM], 0.1, 1.5%, 11.4%
CC(C)(C)C1(c2ccccc2)NC(=O)N(CC(=O)N2CCOCC2)C1=O (stereo unspecified)
    0.9%, 3.2%, 42.4%[activator], 4.3%, /, 1.6%[59 µM], 3.3, -5.7%, ?
CCOC(=O)c1c(C)[nH]c(C)c1C(=O)COC(=O)c1cc2ccccc2cc1OC
    11.2%, ?, -35.1%, 10.3%, 7.5%, 0.5%[59 µM], 0.5, -35.3%, 13.0%
COc1ccc(S(=O)(=O)N2CCCCC2)cc1NC(=O)Cc1cccc(C(F)(F)F)c1
    7.7%, -10.1%, 26.0%, -1.7%, 8.0%, ?, -3.5, 19.3%, 2.5%
COc1nc2c(C)cccc2cc1-c1noc(-c2ccco2)n1
    -3.1%, -9.5%, 32.6%, 0.0%, -0.9%, -2.9%[12.7 µM], 1.1, 0.2%, 33.9%[activator]
CC1(C)Cc2cccc(OCC(=O)OCC(=O)c3ccccc3)c2O1
    -3.3%, 6.4%, 65.4%[activator], 4.2%, -0.2%, -11.3%[59 µM], 2.9, 18.2%, ?
CC(=O)NC(Cc1ccccc1C)C(=O)NC1CCN(C(=O)NCc2ccccc2)CC1 (stereo unspecified)
    0.0%, 8.5%, 22.0%, -0.7%, -12.1%, 35.7%, 12.3, -0.6%, -1.3%
CC(C)C(=O)Nc1cccc(-c2csc(-c3ccccc3)n2)c1
    4.7%, -7.3%, 26.7%, -1.0%, 10.1%, 41.8%[59 µM], 0.7, 6.8%, -4.0%
COc1ccc(CN2CCc3c(c(=O)n4ncc(C(=O)N5CCN(c6ccccc6F)CC5)c4n3C)C2)cc1
    -2.9%, -11.5%, 22.6%[57 µM], 2.3%, 4.8%, -9.8%[59 µM], 1.0, -16.2%, 14.6%
COc1ccc2c(c1)CC/C(=C\C=C\c1ccccc1OC)C2=O
    -5.1%, -14.9%, 16.2%, -3.5%, -3.4%, 7.94µM*, 4.7, 8.2%, 19.1%
COc1ccc(C2/C=C\CN(C(=O)Nc3ccccc3)CC(=O)N2Cc2ccc(F)cc2)cc1 (stereo unspecified)
    -1.6%, -9.9%, 23.5%, 2.3%, 16.5%, -3.2%[59 µM], -1.4, 0.9%, 2.8%
COc1ccc(C2OCC3(O)C(c4ccc(OC)c(OC)c4)OCC23)cc1OC (stereo unspecified)
    -6.4%, -19.0%, 21.5%, 13.2%, -0.4%, 25.5%[12.7 µM], 2.1, -11.7%, 0.6%
O=C(COC(=O)/C=C/c1ccc(F)cc1)NCC1CCCO1 (stereo unspecified)
    -3.9%, 7.4%, 31.8%, 1.3%, 0.1%, /, -0.3, /, 4.7%
CC1CC(C)(C)CC2(C1)NC(=O)N(CC(=O)Nc1c(F)cccc1F)C2=O (stereo unspecified)
    -8.1%, -15.9%, 27.0%, -0.2%, 5.0%, 10.0%[59 µM], 3.1, 8.0%, -3.8%
CC1CCCC(C)N1C(=O)Nc1cccc(Cl)c1 (stereo unspecified)
    7.3%, -3.2%, 32.7%, -9.8%, 1.7%, 0.7%[12.7 µM], 4.3, -14.6%, -8.9%
Cc1ccc(Cn2c(C(=O)O)c(CNCCc3ccco3)c3ccc(C)cc32)cc1
    -8.0%, -34.1%, -6.8%, -0.7%, 15.7%, ?, 5.6, -34.9%, 2.3%
O=C1CC(c2ccc(S(=O)(=O)N3CCN(c4ccccc4)CC3)cc2)CN1 (stereo unspecified)
    -7.4%, -21.3%, 17.6%, /, 6.0%, 0.6%[12.7 µM], -3.4, 1.2%, 0.0%
COc1cc2nc(CN3CCN(S(=O)(=O)c4ccc(C)c(C)c4)CC3)[nH]c(=O)c2cc1OC
    1.1%, -3.0%[11.4 µM], 55.0%[activator], 10.6%, 0.0%, 31.2%[activator], 0.6, -11.5%, 11.6%
O=C(COc1ccc(Cl)cc1)N1CCN(Cc2ccc3c(c2)OCO3)CC1
    11.1%&-1.6%, -24.5%&-15.9%&-15.1%, 24.7%&2.8%&35.3%, 3.0%&-5.3%, -7.6%&0.9%&9.9%, 1.6%[12.7 µM], 8.4&-7.6&4.2, -9.1%&-6.3%, -1.8%&-0.7%&-5.8%
O=C(NCCc1ccccc1F)C1CC(=O)N(c2cccc(C(F)(F)F)c2)C1 (stereo unspecified)
    9.4%, -17.1%, 13.2%, /, 1.0%, /, 2.0, /, -2.5%
COc1ccccc1Nc1ccc(S(=O)(=O)N2CCCCC2)cc1[N+](=O)[O-]
    2.0%, 10µM*, ?, 0.6%, 6.2%, ?, -0.4, 8.91µM*, 5.2%
C=C(C)Cn1c(CCNC(=O)C(C)C)nc2ccccc21
    -4.0%, -1.9%, 29.4%, -0.9%, 2.9%, -17.6%[12.7 µM], 5.4, 5.1%, -12.0%
Cc1cc(C)cc(N(CC(=O)N2CCN(c3ccccc3)CC2)S(=O)(=O)c2c(C)noc2C)c1
    -6.1%, ?, 0.5%, 7.1%, 5.7%, ?, -0.6, -10.9%, -1.4%
Cc1ccc(-n2c(-c3cc(-c4ccco4)[nH]n3)n[nH]c2=S)c(Br)c1
    -3.4%, -22.9%, -2.8%, -2.6%, 32.0%[activator], 5.62µM*, 1.3, ?, 1.0%
CCCn1c(/N=C/c2cc(OC)ccc2O)nc2ccccc21
    -0.9%, -5.3%[11.4 µM], 35.8%, 1.7%, 71.0%[activator], ?, -5.2, 0.6%, 0.0%
N#CC(C#N)=C1CCCc2sccc21
    i, -7.6%, 42.0%, -9.8%, 8.5%, /, -0.7, /, -3.2%
Cc1cc(/C=N/Nc2ccc([N+](=O)[O-])cn2)c(C)n1-c1ccc(C(=O)O)cc1
    -25.4%, ?, -36.3%, 7.8%, -24.0%, 50.1µM*, -8.5, 50.1µM*, 17.8%
Cc1ccc(C(C(=O)NC2CCCCC2)N(CCC(C)C)C(=O)CNC(=O)c2ccco2)o1 (stereo unspecified)
    1.2%, -0.3%, 40.0%, 10.9%, 5.4%, 15.8%[59 µM], -6.2, /, -0.5%
O=C(Nc1ccc(F)cc1)c1ccc(=O)[nH]n1
    -4.3%, -4.9%, 27.2%, -12.2%, -0.1%, 2.6%[2.33 µM], -7.2, 6.8%, -3.8%
O=C(CSc1nnc(Cn2c(=O)sc3ccccc32)n1CCc1ccccc1)N1CCOCC1
    0.3%, -8.6%, 18.1%, -4.7%, -3.5%, -42.2%, -4.7, -7.6%, -3.2%
CCN(CC(=O)NCc1cccs1)C(=O)c1ccc(S(=O)(=O)N(C)C)cc1
    -1.7%, 1.0%, 38.6%, -3.8%, -9.8%, 10.7%, 0.7, /, 0.4%
CCOC(=O)C1CCCN(S(=O)(=O)c2ccc(-n3cnnn3)c(C)c2)C1 (stereo unspecified)
    -8.1%, -9.3%, 13.2%, 3.8%, -2.3%, ?, -5.9, 0.0%, -4.2%
Nc1nc2ccccc2n1/N=C/c1ccc(Br)cc1
    -3.0%, -9.3%, 30.8%, /, 1.1%, -29.0%[12.7 µM], 3.3, -13.7%, -3.1%

Profiles from above.
CCOC(=O)C1CCCN(S(=O)(=O)c2ccc(-n3cnnn3)c(C)c2)C1 (stereo unspecified) across the screens: Tb PGK inh = -8.1%; JMJD2A Tudor inh = -9.3%; HP1b binding inh = 13.2%; ERG Ets-DNA blk = 3.8%; GLS inh = -2.3%; G9a inh = ?; PI4K2A inh = -5.9; BAZ2B inh = 0.0%; Pin1 inh = -4.2%
CCN(CC(=O)NCc1cccs1)C(=O)c1ccc(S(=O)(=O)N(C)C)cc1 across the screens: Tb PGK inh = -1.7%; JMJD2A Tudor inh = 1.0%; HP1b binding inh = 38.6%; ERG Ets-DNA blk = -3.8%; GLS inh = -9.8%; G9a inh = 10.7%; PI4K2A inh = 0.7; BAZ2B inh = /; Pin1 inh = 0.4%
